Source: PubChem BioAssay
KB-3-1 tox: qHTS assay for MDR1-selective chemotherapeutics: Primary screen using the parental adenocarcinoma cell KB-3-1. KB-3-1 viability, CellTiter-Glo ATP luminescence, 72 h. 400,000 tested, 1.4% active. AID 1347075, 2019. Potency, µM (series often up to 46.1 µM), for inactives: at the top dose activity change, negative = cytotoxic, hits mostly cytotoxic; further: potency means the concentration at half of the fitted maximal effect; on the % scale 0 is the no-effect control and ±100 the full control effect; nearly all actives have a fitted effect of over 60% in size
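Multi-concentration cytotoxicity screen in KB-3-1 cells grown in DMEM lacking phenol red with 10% FBS. After 72 h at 37 °C with compound, ATP-dependent luminescence was recorded.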
MCF10A rerep: A quantitative high throughput screen for small molecules that induce DNA re-replication in MCF 10a normal breast cells | MCF 10A DNA re-replication, Hoechst nuclear intensity, 48 h | Potency, µM (highest dose often 46.1 µM), inactives show at the top dose activity, positive = re-replication, hits mostly activators | 350,000 tested, 2.9% active | AID 624296, 2012; further: potency means the concentration at half of the fitted maximal effect; % of control where 0% means no effect; nearly all actives have a fitted effect of over 50% in size
IL1B secr inh: qHTS for Inhibitors of Inflammasome Signaling: IL-1-beta AlphaLISA Primary Screen | 360,000 tested, 4.7% active | THP-1 LPS/ATP IL-1B secretion, AlphaLISA, 16 h; hits give low values | activity change, % at 57.5 µM; in the data active means activity change below about -50%; inconclusive means mostly about -30% to -49%; further: on the % scale 0 is the no-effect control and ±100 the full control effect
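THP-1 cells pretreated 1 hr with compounds (up to 57.5 uM final), then stimulated with LPS (250 ng/mL final) plus ATP (1.25 mM final); secreted IL-1B measured by AlphaLISA after 16 hr, decreased signal indicating inhibition.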
HT1080NT lethal: qHTS for induction of synthetic lethality in tumor cells producing 2HG: qHTS for the HT-1080-NT fibrosarcoma cell line. HT-1080-NT fibrosarcoma viability, CellTiter-Glo ATP luminescence, 48 h. Potency, µM (titrated, usually from 46.1 µM), without a hit: at the top dose activity, negative = less viability, usual class: cytotoxic. 360,000 tested, 1.6% active;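 further: NT is the 2HG producing partner of a matched IDH1 knockdown line; potency means the concentration at half of the fitted maximal effect; 0% = DMSO-treated cells and -100% = media-only wells without cells; nearly all actives have a fitted effect of over 55% in size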
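Read-out is CellTiter-Glo luminescence after 10 minutes at room temperature, following 48 hours' compound treatment of HT-1080-NT cells (750 cells/well, RPMI, 5% FBS, 37 degrees C).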
KB-V1 cytotox: qHTS assay for MDR1-selective chemotherapeutics: Primary screen using the drug-selected MDR subline cells KB-V1. KB-V1 MDR cells viability, CellTiter-Glo, 72 h. Potency, µM (top dose mostly 46.1 µM), inactives show at the top dose activity change, negative = cytotoxicity, usual class: cytotoxic. 400,000 tested, 3.4% active; further: potency means the concentration at half of the fitted maximal effect; on the % scale 0 is the no-effect control and ±100 the full control effect; nearly all actives have a fitted effect of over 60% in size
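Cells of the MDR subline KB-V1 are plated, dosed with compound at multiple concentrations, and incubated 72 h at 37 degrees C; CellTiter-Glo is then added and luminescence read after 10 min.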
DRD3 agonist: qHTS of D3 Dopamine Receptor Agonist: qHTS. D3R DiscoveRx beta-arrestin cells, luminescence, 90 min. AID 652048, 2013. D(3) dopamine receptor (Homo sapiens), P35462. 410,000 tested, 0.58% active. max activation, %; in the data active means max activation above about 30%; further: 0% is about no effect; mostly tested at two doses, the higher about 12 µM
Target sequence (P35462 whole entry, looked up): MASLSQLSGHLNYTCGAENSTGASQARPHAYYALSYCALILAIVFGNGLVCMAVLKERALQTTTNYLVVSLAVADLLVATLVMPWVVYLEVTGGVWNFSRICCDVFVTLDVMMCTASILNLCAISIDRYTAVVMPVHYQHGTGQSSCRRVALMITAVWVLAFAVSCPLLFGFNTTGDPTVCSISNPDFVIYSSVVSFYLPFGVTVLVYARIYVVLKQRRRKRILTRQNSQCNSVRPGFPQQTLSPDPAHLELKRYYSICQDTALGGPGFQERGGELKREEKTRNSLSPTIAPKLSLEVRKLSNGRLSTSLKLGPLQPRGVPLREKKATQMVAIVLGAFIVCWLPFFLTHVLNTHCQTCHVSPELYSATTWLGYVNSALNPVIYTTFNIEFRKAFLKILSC
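Agonist-mode cell screen: cells plated at 1500/well and incubated overnight at 37 °C, then exposed to library compounds for 90 min at 37 °C. Detection reagent was added for 30–60 min at room temperature, and luminescence was read.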
HEK293 tox: qHTS of GLP-1 Receptor Inverse Agonists: Cytotox Screen; HEK293 cAMP-luciferase reporter cells, luminescence, 24 h; Potency, µM (highest dose often 38.3 µM), without a hit: top-dose activity change, negative = inhibition, usual class: inhibitors; 410,000 tested, 0.13% active; AID 624418, 2012;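 further: loss of luciferase light is scored as toxicity; potency means the concentration at half of the fitted maximal effect; on the % scale 0 is the no-effect control and ±100 the full control effect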
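Here, cytotoxicity is scored as loss of luminescence. The MLSMR collection was tested on cells seeded in medium containing 10% Nu serum, with a 24 hr compound exposure preceded by 12 hours of culture.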
SW480 rerep: A quantitative high throughput screen for small molecules that induce DNA re-replication in SW480 colon adenocarcinoma cells; 340,000 tested, 1.8% active; SW480 DNA re-replication, Hoechst DNA content imaging, 48 h; Potency, µM (series often up to 46.1 µM), for the others: top-dose re-replication activation, usual class: activators; further: potency means the concentration at half of the fitted maximal effect; % of control where 0% means no effect; nearly all actives have a fitted effect of over 55% in size
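Image-based read-out: total Hoechst fluorescence of nuclei (405 nm excitation, 500-530 nm emission), with hits raising the fraction of high-intensity nuclei. SW480 colon cells incubated 48 hr with compounds at 37 C.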
HT1080 IDH1KD tx: qHTS for induction of synthetic lethality in tumor cells producing 2HG: qHTS for the HT-1080-IDH1KD cell line; 360,000 tested, 2% active; Potency, µM (highest dose often 46.1 µM), for the others: at the top dose activity, negative = toxicity, hits mostly cytotoxic; AID 686971, 2013; HT-1080 IDH1 knockdown viability, ATP luminescence, 48 h;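 further: potency means the concentration at half of the fitted maximal effect; 0% = DMSO wells and -100% = cell-free medium wells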
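Cytotoxicity counter-line: IDH1KD HT-1080, 48 h, CellTiter-Glo. Curves classed by r2, magnitude and activity.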
Starred values were filed as active, the others as inactive; i = inactive; ? = inconclusive; . = no result given; [ ] = another dose, or the depositor's remark. Unless noted, the call rests on the fitted dose curve; in most records, active means well fitted curve in the direction sought with a large enough effect; inconclusive means small, poorly fitted or top-dose-only effect, or another doubt; inactive means no such curve, though single readings can be large; an effect the other way counts as inactive or inconclusive.

Compound,KB-3-1 tox,MCF10A rerep,IL1B secr inh,HT1080NT lethal,KB-V1 cytotox,DRD3 agonist,HEK293 tox,SW480 rerep,HT1080 IDH1KD tx
COc1cc(C(=O)Nc2ccc(S(=O)(=O)Nc3ncccn3)cc2)c([N+](=O)[O-])cc1OC,-21%,-6%,-5,18%,1%,-4,1%,-13%,3%
O=C(O)c1cccc(S(=O)(=O)N2CCSCC2)c1,0%,2%,-4,-7%,6%,-13,-16%,-4%,-4%
COc1cccc(-n2cc(CN(C)C(=O)C3CCC(=O)N(C4CC4)C3)cn2)c1 (stereo not given),4%,.,7,1%,-1%,6,2%,.,3%
CC/C(=N/N=C(/CC)c1ccc(O)cc1)c1ccc(O)cc1,2%,5%,15,4%,-6%,4,-1%,2%,-2%
Cc1csc(NC(=O)CCCSc2nc3ccccc3s2)n1,-1%,18µM*,58,?,?,11,-2%,-4%,?
O=S(=O)(O)c1ccc(N=Nc2ccccc2)cc1,0%,-1%,-8,4%,13%,-19,0%,5%,28%
Cc1ccc2sc(N3CCN(C(=O)c4ccc([N+](=O)[O-])o4)CC3)nc2c1C,10%,?,.,1%,-20%,-4,15%,2%,-9%
CCS(=O)(=O)c1nc(S(=O)(=O)c2ccc(C)cc2)c(N2CCN(C)CC2)s1,0%,-3%,?,-1%,?,-11,-9%,-3%,-1%
O=C(NCC1COc2ccccc2O1)c1ccccc1 (stereo not given),4%,0%,-10,-2%,?,1,5%,-2%,-6%
O=C(O)c1ccc(Cl)c(NCc2cccnc2)c1,1%,15%,12,13%,10%,-3,9%,17%[1.84 µM],4%
CC(NC(=O)C1CSC2(C)CCC(=O)N12)c1ccccc1Cl (stereo not given),20%,0%,-17,12%,17%,4,9%,2%,10%
C[C@H](CO)N1C[C@H](C)[C@@H](CN(C)C(=O)Nc2ccc3c(c2)OCO3)Oc2ccc(NS(=O)(=O)c3ccccc3)cc2C1=O,-11%,-5%,31,-5%,2%,5,9%,-1%,?

Part of the list above in order of molecular weight, smallest number first.
Compound,KB-3-1 tox,MCF10A rerep,IL1B secr inh,HT1080NT lethal,KB-V1 cytotox,DRD3 agonist,HEK293 tox,SW480 rerep,HT1080 IDH1KD tx
O=C(NCC1COc2ccccc2O1)c1ccccc1 (stereo not given),4%,0%,-10,-2%,?,1,5%,-2%,-6%
Cc1csc(NC(=O)CCCSc2nc3ccccc3s2)n1,-1%,18µM*,58,?,?,11,-2%,-4%,?
COc1cc(C(=O)Nc2ccc(S(=O)(=O)Nc3ncccn3)cc2)c([N+](=O)[O-])cc1OC,-21%,-6%,-5,18%,1%,-4,1%,-13%,3%

(cont.)
Compound,KB-3-1 tox,MCF10A rerep,IL1B secr inh,HT1080NT lethal,KB-V1 cytotox,DRD3 agonist,HEK293 tox,SW480 rerep,HT1080 IDH1KD tx
Cc1nn2c(C)nc3sc4c(c3c2nc1=O)CC(C)(C)OC4,-5%,0%,13,12%,-11%,-9,4%,-6%,1%
CCOC(=O)c1ccc(-n2c(C)nc3c(cnn3-c3ccccc3C)c2=O)cc1,2%,-3%,35,27%,0%,1,-16%,-21%,10%
CCN(C(=O)COC(=O)c1ccc(N2C(=O)c3ccccc3C2=O)cc1)C1CCS(=O)(=O)C1 (stereo not given),-3%,-4%,3,23%,-8%,-2,0%,-29%,4%
CC1CC(=O)Nc2ccccc2N1C(=O)COc1ccc2cc(Br)ccc2c1 (stereo not given),-12%,29%,?,-4%,16µM*,6,7%,2%,-21%
COc1cccc(CNC(=O)C(=O)NCC2OCCCN2S(=O)(=O)c2cc(C)ccc2C)c1 (stereo not given),-11%,-3%,i,4%,?,1,-3%,1%,2%
COc1cccc(/C=N/NC(=O)COc2cccc3cccnc23)c1O,?,?,120,-21%,-28%,29,-6%,13µM*,18µM*
CC(=O)N1CCN(C(=O)C(Cc2c[nH]c3ccccc23)NC(=O)c2ccccc2Cl)CC1 (stereo not given),21%,-4%,6,19%,21%,15,1%,-20%,11%
Nc1ccc2nc3c(=O)n(C4CCCCC4)c(=O)[nH]c3nc2c1,3%,18%,?,5%,21%,13,296%[activator],0%,3%
CC(C(=O)O)n1c(C(F)(F)F)nc2ccccc21 (stereo not given),4%,1%,4,22%,?,2,-18%,-2%,12%
COc1ccc2c(c1OC)C(=O)N1c3ccccc3N=C(c3ccc([N+](=O)[O-])cc3)CC21 (stereo not given),30%,0%,-8,-4%,?,-2,8%[1.53 µM],-1%,-1%
C[n+]1cc(-c2ccccc2)n2c1CCCCC2,?,13%,20,-3%,-2%,-6,-21%,0%,4%
CCc1ccc(C2CC3C(CN2S(=O)(=O)c2ccc(C)cc2)[C@@H](O)C[C@@H](c2ccc(CC)cc2)N3S(=O)(=O)c2ccc(C)cc2)cc1 (stereo not given in full),-14%,.,10,7%,-5%,7,-4%,.,6%
COc1ccc(C)cc1S(=O)(=O)N(C)CC(=O)N1CCN(C)CC1,1%,5%,-9,1%,-20%,2,9%,-18%,12%
CCOP(=O)(OCC)C(C#N)=C1SCN(c2ccc(Cl)cc2)CS1,?,-3%,-15,-9%,14%,1,0%,-8%,-6%
COc1ccc(-c2nnc3sc(COc4ccccc4)nn23)cc1,15%,9%,26,7%,-7%,0,11%,-4%,1%
NNC(=S)NC1CCCCCCCCCCC1,-3%,?,0,-23%,4%,-13,?,-14%,-21%
CCOc1ccc(NC(=O)C2CCN(S(=O)(=O)c3ccc4c(c3)CC(C)N4C(C)=O)CC2)cc1 (stereo not given),-9%,16%,52,-3%,1%,8,-3%,28%,-8%
Clc1cccc(Oc2cnns2)c1Cl,-10%,11%,28,0%,14%,6,-2%,29%,0%
C[C@H](O)[C@@H]1CN2CCc3c([nH]c4ccc(-c5ccc6c(c5)OCO6)cc34)[C@@H]2C[C@@H]1N(C)C(=O)Nc1ccc(F)cc1,5.8µM*,.,-10,?,?,-4,?,.,21µM*
Cc1cn(CC(=O)NCC(C)c2ccccc2)c(=O)[nH]c1=O (stereo not given),7%,-2%,18,1%,10%,1,-7%,-4%,3%
CC(=O)Nc1ccc(N/C=C(\C#N)S(=O)(=O)c2ccc(Cl)cc2)cc1,-3%,3%,33,12%,-15%,0,0%,0%,5%
CC(C)OCCCNC(=O)c1cccc(NC(=O)c2ccccc2)c1,-14%,2%,12,14%,16µM*,5,-4%,-1%,15%
COCCn1nnnc1SCC(=O)Nc1ccc2c(c1)OCO2,6%,0%,2,?,28%,1,-5%,0%,6%
O=c1[nH]ncc(N/N=C\c2ccncc2)c1Cl,0%,15%,17,6%,21µM*,7,-17%,4%,2%
O=c1cn[nH]c2ccc(Br)cc12,2%,-3%,26,13%,-6%,5,10%,0%,20%
CCOC(=O)c1cnc2ccc(Br)cc2c1NCCN1CCOCC1,4%,.,.,.,3%,-4,-16%,.,.
Cc1ccc(CN2CC(C(=O)NC(c3nc4ccccc4[nH]3)C(C)C)CC2=O)cc1 (stereo not given),-1%,6%,-10,-1%,-10%,-7,2%,-2%,-1%
O=C(O)c1cccc(NS(=O)(=O)c2ccc3c4c(cccc24)C(=O)N3)c1,1%,1%,5,10%,3%,-5,5%,-5%,12%

Grouped by structure: the entries above with a Cl atom.
Compound,KB-3-1 tox,MCF10A rerep,IL1B secr inh,HT1080NT lethal,KB-V1 cytotox,DRD3 agonist,HEK293 tox,SW480 rerep,HT1080 IDH1KD tx
O=C(O)c1ccc(Cl)c(NCc2cccnc2)c1,1%,15%,12,13%,10%,-3,9%,17%[1.84 µM],4%
CC(NC(=O)C1CSC2(C)CCC(=O)N12)c1ccccc1Cl (stereo not given),20%,0%,-17,12%,17%,4,9%,2%,10%
CC(=O)N1CCN(C(=O)C(Cc2c[nH]c3ccccc23)NC(=O)c2ccccc2Cl)CC1 (stereo not given),21%,-4%,6,19%,21%,15,1%,-20%,11%
CCOP(=O)(OCC)C(C#N)=C1SCN(c2ccc(Cl)cc2)CS1,?,-3%,-15,-9%,14%,1,0%,-8%,-6%
Clc1cccc(Oc2cnns2)c1Cl,-10%,11%,28,0%,14%,6,-2%,29%,0%
CC(=O)Nc1ccc(N/C=C(\C#N)S(=O)(=O)c2ccc(Cl)cc2)cc1,-3%,3%,33,12%,-15%,0,0%,0%,5%
O=c1[nH]ncc(N/N=C\c2ccncc2)c1Cl,0%,15%,17,6%,21µM*,7,-17%,4%,2%
